Source: PubChem
TAG inh: inhibitors of triacylglycerol accumulation | H9c2 cells, Nile Red lipid (TAG) fluorescence; cells loaded with 200 µM oleic acid | inhibition, % at 12.5 µM | actives 0.66% (n = 230,000);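 active = pattern-corrected inhibition of lipid staining of at least 50% with the nuclear-stain viability signal not falling by more than 50%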;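 also: 0% = DMSO wells and 100% = triacsin C control wells; some results filed as inactive read as strong as hits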
TAG inh DAPI viability: second read-out of TAG inh, no call of its own (marks repeat the call); DAPI nuclei signal change (viability), lower = more cytotoxic, %;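 whole-well DAPI fluorescence read on a plate reader as a viability signal; minus 50 percent equals half of cells still viable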
Starred values were filed as active, the others as inactive. An excerpt; the hit share may differ from the screen's.

Below each compound: TAG inh | TAG inh DAPI viability
ClC1(Cl)CC1CSc1nc2ccccc2[nH]1 (configuration not stated)
→ -52 | 123
CCOC(=O)N1CCN(C(=O)COC(=O)CSc2cc(C)c(Br)cc2C)CC1
→ -9 | -2
CC(=O)OC[C@@H]1CN(Cc2ccccc2)C[C@H](n2cnc3c(N(C)C(C)C)ncnc32)O1
→ -10 | 13
CN(C)c1nn2c(-c3ccccc3)nnc2o1
→ 3 | 1
CCc1cccc(C)c1NC(=O)C1CC(=O)N(C2CCCC2)C1 (configuration not stated)
→ 1 | -1
CCOc1cc(/C=C/C(=O)OCC(=O)N(CC)C2CCS(=O)(=O)C2)cc(Cl)c1OC (configuration not stated)
→ -1 | -3
CC(=O)Nc1ccc(Oc2ccc(S(=O)(=O)N3CCCC3)cn2)cc1
→ -14 | -2
Cc1nnc(SCc2nnc(-c3ccccc3Br)o2)s1
→ -1 | -7
Cc1nn(C)c(Oc2ccc(Cl)cc2)c1C=O
→ -8 | 4
COc1ccc(NC(=S)N2CCN(C(c3ccccc3)c3ccccc3)CC2)c(OC)c1
→ -20 | -4

Ordered by formula weight (low to high): part of the list above
Below each compound: TAG inh | TAG inh DAPI viability
Cc1nn(C)c(Oc2ccc(Cl)cc2)c1C=O
→ -8 | 4
CC(=O)OC[C@@H]1CN(Cc2ccccc2)C[C@H](n2cnc3c(N(C)C(C)C)ncnc32)O1
→ -10 | 13
CCOc1cc(/C=C/C(=O)OCC(=O)N(CC)C2CCS(=O)(=O)C2)cc(Cl)c1OC (configuration not stated)
→ -1 | -3

Next part:
Below each compound: TAG inh | TAG inh DAPI viability
CCNC(=O)COc1cc(C)c(Br)c(C)c1
→ -10 | 3
CCOc1ccc(N2CC(C(=O)Nc3cccc(S(=O)(=O)N4CCCCC4)c3)CC2=O)cc1 (configuration not stated)
→ -1 | 1
CN1C(=O)/C(=C/C=C2\SCCN2C)N(C)C1=S
→ 3 | -3
O=C(O)C(Cc1ccccc1)N1C(=O)c2c(Cl)c(Cl)c(Cl)c(Cl)c2C1=O (configuration not stated)
→ 0 | 1
C[C@H](CO)N1C[C@H](C)[C@@H](CN(C)S(C)(=O)=O)Oc2ccc(NC(=O)CCN3CCOCC3)cc2C1=O
→ 10 | 4
CC(=O)c1ccc(S(=O)(=O)NCCC(=O)OCC(=O)N2CCCC2=O)cc1
→ -13 | 2
Cn1cnc2c1c(=O)n(Cc1cccc(Br)c1)c(=O)n2C
→ -6 | -4
c1cncc(CNc2ncnc3ccc(-c4cccnc4)cc23)c1
→ -3 | 7
OCCC1CN(Cc2ccccc2O)CCN1CCc1ccccc1 (configuration not stated)
→ 16 | -5
COC(=O)C1CCN(C(=O)c2ccccc2NC(C)=O)CC1
→ 11 | -3
O=C(NC(=S)Nc1ccccc1N1CCCC1)c1ccc([N+](=O)[O-])cc1
→ -1 | -1
CCN1C[C@@H]2[C@@H]3C(=O)N(C)C(=O)[C@@H]3[C@](CC)(C1=O)N2C(=O)c1ccccc1
→ -7 | -5
O=C(CCc1ccccc1)NC(NC(=S)Nc1ccc(Cl)cc1)C(Cl)(Cl)Cl (configuration not stated)
→ 8 | -9
CN(C)CCCNc1nc2cc(-c3ccc(C(=O)N4CCN(C)CC4)cc3)sc2c(=O)n1C
→ 13 | 6
CCC(CC)c1nnc(NC(=O)[C@@H](NC(=O)c2cccc(C)c2)C(C)C)s1
→ 3 | -4
COc1ccccc1NC(=O)N1CCN(c2ccc(F)cc2)CC1
→ -23 | 18
Cc1cc(OC(=O)c2ccco2)c(Sc2ccccc2[N+](=O)[O-])c(=O)o1
→ 15 | -2
Nc1c(C(=O)Nc2ccccc2)sc2nc3c(c(-c4ccco4)c12)CCC3
→ 11 | 12
Cc1csc(NC(=O)C2CCCN2C(=O)OCC(C)C)n1 (configuration not stated)
→ 1 | -6
CN1C(=O)C(C)(C)c2cc(S(=O)(=O)NCc3ccc(Cl)cc3)ccc21
→ 16 | -11
CCO[C@@H]1OC(C(=O)NC2CC2)=C[C@H](C)[C@H]1CCCO
→ 9 | 3
COc1ccc(-c2ccc(=O)n(CC(=O)Nc3ccc(C(=O)NC4CC4)cc3)n2)cc1OC
→ 44 | -6
O=C(c1ccccc1)N1CCN(c2ccccc2F)CC1
→ -6 | 3
O=C(Cc1ccc(S(=O)(=O)N2CCOCC2)s1)Nc1ccc(S(=O)(=O)N2CCCCC2)cc1
→ 7 | -15
C/C(CC(=O)Nc1ccc(N(C)C)cc1)=N\NC(=O)c1ccccc1F
→ 7 | -5
O=S(=O)(Cc1cc(Cl)nc(-c2ccncc2)n1)c1ccccc1
→ -4 | -10
O=C(NCCS(=O)(=O)N1CCCC1)c1ccccc1
→ -11 | 2
COc1ccc(N2CCN(C(=O)COC(=O)c3cccc(OC)c3O)CC2)cc1
→ 3 | -7
COCCCNC(=O)C[C@H]1C[C@H](C(=O)N2CCOCC2)[C@@]2(C)c3[nH]c4ccc(Cl)cc4c3CCN2C1=O
→ 17 | -10
CN1C(=O)[C@H]2[C@@H](c3ccc(C(F)(F)F)cc3)N[C@]3(CCCN(Cc4ccc(Br)cc4)C3=O)[C@H]2C1=O
→ -13 | 5

Pulled one by one from the entries so far, five records:
Below each compound: TAG inh | TAG inh DAPI viability
COc1ccc(-c2ccc(=O)n(CC(=O)Nc3ccc(C(=O)NC4CC4)cc3)n2)cc1OC
→ 44 | -6
CC(=O)OC[C@@H]1CN(Cc2ccccc2)C[C@H](n2cnc3c(N(C)C(C)C)ncnc32)O1
→ -10 | 13
O=C(O)C(Cc1ccccc1)N1C(=O)c2c(Cl)c(Cl)c(Cl)c(Cl)c2C1=O (configuration not stated)
→ 0 | 1
O=C(NCCS(=O)(=O)N1CCCC1)c1ccccc1
→ -11 | 2
Nc1c(C(=O)Nc2ccccc2)sc2nc3c(c(-c4ccco4)c12)CCC3
→ 11 | 12

Other compounds follow.
Below each compound: TAG inh | TAG inh DAPI viability
CCOC(=O)c1cc(C)nc(S(C)(=O)=O)c1C#N
→ 0 | 2
c1ccc(-c2[nH]ncc2CN2CCc3ccccc3C2)cc1
→ -4 | 3
CCCOc1ccc(C2=CC(=O)C[C@H](c3ccc(OC)cc3)C2)cc1
→ -8 | 4
COc1ccc(CCn2c(N)cc(=O)[nH]c2=O)cc1OC
→ -11 | -1
COC(C(=O)NC1CC1)c1ccccc1 (configuration not stated)
→ -10 | 2
O=C(O)CC(c1ccccc1)n1cnnn1 (configuration not stated)
→ 10 | -6
CC1(C)Oc2c(ccc(O)c2CN2CCOCC2)C2=C1CCCC2
→ -9 | -1
COc1ccc([C@@H]2[C@@H]3C(=O)N(C(C)(C)C)C(=O)[C@@H]3[C@]3(Cc4ccc(Cl)cc4)C(=O)N(c4cccc(Br)c4)C(=O)N23)cc1
→ 17 | 2
CC1(C)NC(=O)N(CC(=O)N2CCN(S(=O)(=O)c3cc(Cl)ccc3Cl)CC2)C1=O
→ 18 | -11
CC(C)C1CCN(C(=O)C2CCC(=O)N(CCc3ccc(Cl)cc3)C2)CC1 (configuration not stated)
→ 5 | 4
COc1ccc(CC(=O)OCC(=O)c2c[nH]c3ccccc23)cc1
→ -12 | -4
CC1(C(=O)NS(=O)(=O)c2ccccc2)CCN1C(=O)Cc1cc(F)ccc1F (configuration not stated)
→ -6 | 3
Cc1ccc(Cn2c(=O)c3ccccc3n3c(CCC(=O)O)nnc23)cc1
→ 10 | -5
COc1ccc(NC(=O)CCN2C(=O)/C(=C/c3ccc4c(c3)OCO4)SC2=S)cc1
→ -4 | 5
O=C(O)CCCc1nc2ccccc2s1
→ -14 | -4
O=C(O)c1cc(S(=O)(=O)Nc2ccc3cn[nH]c3c2)ccc1Br
→ 17 | 22
CC1CCc2c(sc(NC(=O)/C=C/c3cccs3)c2C(=O)O)C1 (configuration not stated)
→ 6 | -2
O=C(CN1C(=O)c2ccc([N+](=O)[O-])cc2C1=O)NC1CCS(=O)(=O)C1 (configuration not stated)
→ 2 | 5
O=[N+]([O-])c1cc(CN(CCO)CCO)ccc1O
→ -3 | 4
CN(Cc1nc(Cc2ccccc2F)no1)Cc1cccc2ncccc12
→ -25 | 3
CC(=O)Nc1ccc(S(=O)(=O)Nc2ccn(Cc3ccccc3Cl)n2)cc1
→ 0 | 2
COc1cc2[nH]c(=O)c(C(=O)NCc3ccccc3Cl)c(O)c2cc1OC
→ 14 | 16
CCn1c(=N)n(CC(=O)c2cccc([N+](=O)[O-])c2)c2ccccc21
→ 31 | -7
CCN1CCN(c2c(Cl)cccc2NC(=O)c2cc3ccccc3o2)CC1
→ 5 | 9
N#C/C(=C\c1cccs1)Sc1nc2ccccc2s1
→ -58 | 1
COc1cc(C2c3cc4c(cc3C(O)C3COC(=O)C23)OCO4)cc(OC)c1OC (configuration not stated)
→ 39 | -30
O=C(O)C(NC(=O)c1ccccc1)=C(Cl)Cl
→ -5 | -12
Cc1cc(/C=C2\SC(N)=NC2=O)c(C)n1-c1ccc(F)cc1
→ 8 | 9
O=C(CCc1ccccc1)NC1(Cc2ccccc2)CCN(CCCc2ccccc2)C1=O (configuration not stated)
→ 3 | -12
O=C(COC(=O)C1(c2ccc(F)cc2)CCCC1)NCc1ccco1
→ 3 | -1
Cc1c(CN2CCc3c([nH]c4ccccc34)C2C2CCCCC2)cnn1C (configuration not stated)
→ -9 | 16
CN1CCN(c2nc(-c3cccnc3)nc3scc(-c4ccccc4)c23)CC1
→ 11 | 27
COc1cc(C2CC(=O)Oc3ccc(C(C)(C)C)cc32)cc(OC)c1OC (configuration not stated)
→ 3 | -4
CCOc1ccc(-n2c(SCC(N)=O)nc3c(c2=O)SCC3)cc1
→ 0 | 8
CCCCS(=O)(=O)C(=C1Nc2ccccc2N1)S(=O)(=O)CCCC
→ -34 | 2
O=c1c2ccccc2c(-c2ccccc2)nn1-c1ccccn1
→ 3 | -7
CC1=Nn2c(nnc2C2CCCCC2)SC1
→ -14 | -3
O=C(COc1ccc(Cl)cc1)NCc1n[nH]c(=O)c2ccccc12
→ 4 | 2
OCCC1CN(Cc2nc(-c3ccccc3)cs2)CCN1Cc1ccc(F)cc1 (configuration not stated)
→ -13 | 8
c1ccc2c(CSCCc3ccncc3)cccc2c1
→ -18 | -4
COc1ccc(CNC(=O)C(NC(C)=O)C(=O)Nc2ccc(C(C)C)cc2)cc1 (configuration not stated)
→ -3 | -6
COc1ccc(-c2nnc(-c3cc4c(ccc5ccccc54)oc3=O)o2)cc1
→ -7 | 3
O=C(CN(c1ccc(F)cc1)S(=O)(=O)c1ccccc1)NCc1ccco1
→ 11 | -12
N#Cc1ccc(OCC(=O)NCCCN2CCCC2=O)cc1
→ -3 | 5
Cc1ccc(NCc2nnc(SCCN3CCCCC3)n2CC2CCCO2)c(C)c1 (configuration not stated)
→ 6 | 0
CCN1C(=O)/C(=C2\SC(=S)N(CCCOC)C2=O)c2ccccc21
→ -14 | -2
C#CCNC(=O)/C=C/c1ccc(OC)cc1
→ 10 | -8
CN(CC(=O)Nc1ccc(Cl)c(C(F)(F)F)c1)C(=O)c1cc(=O)[nH]c2ccccc12
→ 5 | 2
C[C@@H]1CCCCO[C@H](CN(C)C(=O)CCC(F)(F)F)[C@@H](C)CN([C@H](C)CO)C(=O)c2cc(NC(=O)c3ccncc3)ccc2O1
→ 10 | -2
COc1ccc(NC(=O)c2cccs2)cn1
→ -11 | 6

Record cards, from the list above.
Shown for `O=C(CCc1ccccc1)NC1(Cc2ccccc2)CCN(CCCc2ccccc2)C1=O` (configuration not stated) → TAG inh = 3; TAG inh DAPI viability = -12
Shown for `O=C(O)C(Cc1ccccc1)N1C(=O)c2c(Cl)c(Cl)c(Cl)c(Cl)c2C1=O` (configuration not stated) → TAG inh = 0; TAG inh DAPI viability = 1

(cont.)
Below each compound: TAG inh | TAG inh DAPI viability
COc1cc(NC(=O)CSc2nnnn2Cc2ccccc2)cc(OC)c1
→ -14 | -16
Cc1cnc(NC(=O)COc2ccc3c(c2)CCC3)s1
→ -3 | 6
CC(OC(=O)Cc1c[nH]c2ccccc12)C(=O)Nc1ccccc1[N+](=O)[O-] (configuration not stated)
→ 5 | 4
Cc1c(Cl)cnc(NC(=O)CSc2nnnn2C)c1Cl
→ 10 | -3
COc1ccc(OCCN2CCC(C(=O)NC(c3ccc(F)cc3)c3ncccc3C)CC2)cc1 (configuration not stated)
→ -2 | 16
CCOC(=O)c1cc(-c2ccccc2)nn1CC1CC(c2ccc(OC)cc2)=NO1 (configuration not stated)
→ -9 | -5
Clc1ccc(-c2nnc(COc3ncnc4ccccc34)o2)cc1
→ 1 | 4
CCOC(=O)N1CCC(NS(=O)(=O)c2cc(C(=O)OC)n(C)c2)CC1
→ 0 | -3
COc1ccc(CC(=O)NC(C)CCc2ccccc2)cc1 (configuration not stated)
→ 7 | -10
C/C(=N\NC(=O)Cc1cccn1C)c1cccc2ccccc12
→ 6 | -20
CCOC(=O)C1=C(CS(=O)(=O)c2ccccc2)NC(=O)NC1c1cccc(OC)c1 (configuration not stated)
→ 3 | 4
O=C(/C=C/c1ccc2c(c1)OCO2)NCCS(=O)(=O)N1CCN(c2ccc(F)cc2)CC1
→ -22 | -2
CSc1cccc(NC(=S)N2CCC(N(C)C3CCCCCC3)CC2)c1
→ 8 | -3
S=C(NCc1ccccc1)NN1CCOCC1
→ 0 | 0
O=[N+]([O-])c1ccc(COn2nnc3ccccc32)cc1
→ -4 | 4
CC(=O)NC(C(=O)NCC(N)=O)C(C)C (configuration not stated)
→ 11 | -8
Cc1ccnc(NC(=O)c2ccc(NC(=O)c3ccco3)cc2)c1
→ 1 | -4
CN(C)CCCn1c(N)c(S(=O)(=O)c2ccccc2)c2nc3ccccc3nc21
→ 4 | 71
COc1ccc(CNC(=O)C2CCC(=O)N(CCCN3CCCC3=O)C2)cc1 (configuration not stated)
→ -11 | 6
O=S(=O)(Nc1nc2ccccc2s1)c1cnc(Cl)c(Br)c1
→ 7 | 0
C[C@H]1CN=C(Nc2ccccc2)N1CCC1CCCCC1
→ 3 | 8
O=C(Nc1ccccc1)Nc1ccc2snnc2c1
→ 5 | 4
Cc1cccc(CN2CCSCC2)c1
→ 10 | -9
